Screens (PubChem BioAssay)
Dengue-2 NS5 capping = flavivirus cap methylation enzyme inhibition – biochemical, confirmation dose response, primary screen (AID 588689). 340,000 compounds, 0.3% hits. inhibition, % at 25 µM, or IC50 in µM where a hit was titrated. Dengue-2 NS5 methyltransferase capping enzyme assay, biochemical; higher % means a stronger effect; in the data active means a potency from the dose series; inconclusive means inhibition above about 29% without an active follow-up result
AID2073 = inhibitors of Mint1-CaV2.2 protein interaction, biochemical, HTRF (AID 2073); HTRF protein-protein interaction, Mint1-CaV2.2; higher % means a stronger effect; one-dose inhibition, % at 20 µM; IC50 in µM for titrated hits; 290,000 compounds, 0.19% hits; in the data active means inhibition mostly above about 51%, no sharp cut-off; inconclusive means no clear call, values can overlap the other calls; inactive means mostly below about 53%; further: some results filed as inactive read as strong as hits
LYP phosphatase = inhibitors of LYP phosphatase, biochemical, fluorescence intensity, uHTS (AID 1779); 290,000 compounds, 0.054% hits; inhibition, % at 11.5 µM, or IC50 in µM where a hit was titrated; recombinant LYP phosphatase, fluorescence intensity; higher % means a stronger effect; in the data active means inhibition above about 50%;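 further: plate controls were vehicle with enzyme for no effect and no enzyme for full effect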
HIV peptide binding = cell-free HIV fusion peptide-binding blockers – biochemical, uHTS, fluorescence dequenching, primary screen (AID 1986). cell-free peptide binding, fluorescence dequenching, 30 min; higher % means a stronger effect. inhibition, % at 20 µM; hits with a dose series show IC50 in µM. 290,000 compounds, 0.3% hits; in the data active means inhibition mostly above about 52%, no sharp cut-off; inactive means mostly below about 76%; further: some results filed as inactive read as strong as hits
RSV antiviral HEp-2 = inhibition of RSV-induced cytopathic effect – HEp-2 cells, primary 10 µM value included (AID 2391); 310,000 compounds, 0.13% hits; HEp-2 cells, RSV-induced CPE inhibition; higher % means a stronger effect; CPE inhibition, % at 10 µM, or IC50 in µM where a hit was titrated; in the data active means a potency from the dose series; inconclusive means CPE inhibition mostly from about 23% at the one dose, without a potency; inactive means the rest, 99 in 100 with CPE inhibition below about 21%; further: strong numbers were not always called active
Rac1 GTP hydrolysis = MgcRacGAP GTPase-activating activity inhibitors, confirmation, biochemical, ADP Hunter fluorescence; MgcRacGAP-stimulated Rac1 GTP hydrolysis, ADP Hunter fluorescence; higher % means a stronger effect; GST-tagged Rac1 F28L mutant substrate; one-dose inhibition, % at 30 µM; IC50 in µM for titrated hits; 340,000 compounds, 0.6% hits;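 active means first-screen hits whose inhibition reached a set limit at any dose in the follow-up dose series; inconclusive means inhibition above the set first-screen limit but never retested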;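 further: fluorescence reports GDP produced by GAP-driven GTP hydrolysis; strong numbers were not always called active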
XIAP antagonists = XIAP antagonists, biochemical, IAP family, fluorescence polarization (AID 1018) | one-dose displacement, % at 20 µM; IC50 in µM for titrated hits | XIAP BIR domain, fluorescence polarization peptide displacement; higher % means a stronger effect | 200,000 compounds, 0.007% hits; in the data active means displacement above about 50%; further: a part of the inactive calls stands beside numbers as strong as those of hits
SV40 large T antigen = TAg ATPase/helicase activity blockers – biochemical (AID 1903); inhibition, % at 20 µM, or IC50 in µM where a hit was titrated; 310,000 compounds, 0.39% hits; SV40 large T antigen ATPase/helicase inhibition assay; higher % means a stronger effect; in the data active means a potency from the dose series; inconclusive means inhibition mostly from about 32% at the one dose, without a potency; inactive means the rest, 99 in 100 with inhibition below about 32%; further: strong numbers were not always called active
SIAH1 antagonists = Siah-1 peptide-binding antagonists, primary screen, biochemical, fluorescence polarization, rhodamine-plectin, uHTS (AID 1817); Siah-1 / rhodamine-plectin peptide fluorescence polarization; higher % means a stronger effect; 290,000 compounds, 0.02% hits; displacement, % at 20 µM, or IC50 in µM where a hit was titrated;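 active means displacement of at least 50% at 20 µM, with a fluorescence ratio check between 0.3 and a set limit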;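 further: plate controls were Siah plus tracer with DMSO for no effect and tracer alone without Siah for full effect; strong numbers were not always called active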
Dengue-2 NS5 capping pilot replicate = also measured in Dengue-2 NS5 capping; calls as there; inhibition, %; measured here: pilot screen replicate inhibition
Numbers without * were called inactive; u = inconclusive; x = no result given.

SMILES	Dengue-2 NS5 capping	AID2073	LYP phosphatase	HIV peptide binding	RSV antiviral HEp-2	Rac1 GTP hydrolysis	XIAP antagonists	SV40 large T antigen	SIAH1 antagonists	others
CC1=C(C(=O)Nc2cccc(C(=O)N3CCC(C(N)=O)CC3)c2)SCCO1	11%	1%	-6%	-0.4%	-0.4%	9%	x	-9%	-5%
COc1ccc(Cl)cc1NC(=O)c1[nH]c(C)c(C(C)=O)c1C	-2%	14%	-7%	-0.4%	1.6%	6%	x	7%	15%
COc1ccc(CCn2nnnc2C(CC(C)C)N2CCC(C(N)=O)CC2)cc1OC (stereo not drawn)	2%	7%	-9%	2.4%	0.9%	6%	1.5%	-2%	-1%
COC(=O)c1ccc(C(NC(=O)OCc2ccccc2)/C(C)=C/[C@@H](C)C(=O)NCc2ccc(-c3ccccc3)cc2)cc1 (stereo partly drawn)	2%	-4%	2%	3.2%	4.9%	8%	-5.5%	16%	22%
COc1ccc(OC)c(-c2csc(NC(=O)Cc3cccs3)n2)c1	-10%	13%	-3%	0.1%	u	1%	-3.6%	11%	-2%
CCN1CCN(C(=S)c2ccc(OCC(=O)N3CCOCC3)cc2)CC1	1%	1%	-2%	-3.3%	1.4%	9%	-6.0%	15%	-2%	Dengue-2 NS5 capping pilot replicate=3.3
O=C(O)C1C(c2ccccc2)C(C(=O)OCc2ccco2)C1c1ccccc1 (stereo not drawn)	8%	2%	2%	-2.1%	4.8%	7%	-4.8%	25%	-10%
Clc1ccccc1Cn1nnc2c(NCCN3CCOCC3)ncnc21	-1%	0%	3%	-1.9%	-2.0%	8%	-3.3%	-4%	2%
COC(=O)c1cccc(NS(C)(=O)=O)c1	6%	u	-6%	-1.9%	x	-1%	x	3%	-1%
O=C(O)/C=C/c1ccc(S(=O)(=O)NCc2ccco2)cc1	9%	-5%	-5%	-1.7%	1.1%	4%	-13%	4%	8%
CC(C)CN(C(=O)COC(=O)COc1ccc2c(c1)CCC2)c1c(N)n(Cc2ccccc2)c(=O)[nH]c1=O	3%	x	x	x	-0.4%	3%	x	11%	x
CCc1ccccc1NC(=O)CN1CCN(CC(=O)Nc2ccc(-c3ccccc3)cc2)CC1	2%	0%	-8%	-2.1%	0.7%	3%	x	2%	10%
CCc1ccc(-c2cn(C3CCCCC3)c(=S)[nH]2)cc1	-4%	14%	0%	1.5%	1.3%	9%	-0.6%	6%	4%
COc1ccc(OCCOC(=O)CNC(=O)c2cccc(C)c2)cc1	-8%	x	x	x	0.2%	-3%	x	10%	x
COc1ccc(CN(C(=O)c2nsc(Cl)c2Cl)C(C(=O)NC2CCCC2)c2ccc(OC)cc2)cc1 (stereo not drawn)	3%	0%	0%	-0.6%	4.8%	11%	-3.7%	-8%	-3%
O=c1c2ccccc2nc(CSc2nnnn2-c2ccccc2)n1-c1ccccc1	-3%	48%	0%	0.5%	8.6%	6%	-6.3%	5%	3%
CC1CN(C(=O)COC(=O)c2ccc(O)cc2)CC(C)O1 (stereo not drawn)	-6%	8%	-6%	-1.5%	0.5%	3%	x	6%	3%
c1ccc(Oc2cccc(OCCn3cncn3)c2)cc1	-3%	0%	-2%	0.8%	0.0%	14%	-3.1%	26%	5%
COc1ccccc1/C=[N+](\[O-])C1SC(=S)N(C)C1(C)C (stereo not drawn)	4%	9%	-2%	-1.2%	2.4%	-14%	x	3%	14%
CC(C)Cn1c(=O)c(C(=O)N/N=C/c2cccc(F)c2)c(O)c2ccccc21	-6%	4%	5%	6.9%	4.7%	6%	-5.9%	-42%	4%
O=C1S/C(=C\c2ccc(O)c([N+](=O)[O-])c2)C(=O)N1c1ccccc1Cl	41µM*	-2%	6%	48%	0.4%	10%	-6.4%	18%	-4%
COc1ccc(C(=O)N2CCCC(C(=O)N3CCCCCC3)C2)cc1 (stereo not drawn)	-6%	1%	-9%	21%	0.8%	8%	-3.9%	7%	-1%	Dengue-2 NS5 capping pilot replicate=-6.0
CCOCCn1ccc2c(OCC(=O)Nc3ccc(OC)c(OC)c3)cccc2c1=O	1%	x	x	x	5.1%	9%	x	23%	x
Cc1cccnc1NC(=O)Cn1c(=O)oc2ccccc21	-7%	12%	-3%	-1.2%	1.1%	2%	x	3%	-1%
COc1cccc(-c2ccc(C#N)c(SCC(=O)NCCc3cccc(Cl)c3)n2)c1	-8%	29%	-3%	0.2%	4.8%	3%	-6.3%	13%	4%
Additional structures.
SMILES	Dengue-2 NS5 capping	AID2073	LYP phosphatase	HIV peptide binding	RSV antiviral HEp-2	Rac1 GTP hydrolysis	XIAP antagonists	SV40 large T antigen	SIAH1 antagonists	others
NS(=O)(=O)c1ccc(CNC(=O)c2cc(-c3cccs3)nc3ccccc23)cc1	0%	27%	-4%	1.9%	1.6%	8%	x	18%	1%
COc1ccc(CN2C(=NC(=O)CCc3ccccc3)SC3CS(=O)(=O)CC32)cc1 (stereo not drawn)	-10%	-2%	-4%	1.0%	3.8%	11%	x	9%	0%
Cc1[nH]c2ccccc2c1C(=O)C(=O)N1CCCc2ccccc21	-1%	7%	-2%	-3.0%	3.1%	3%	-9.9%	4%	-8%
COc1ccc(C(CCN2CCCC2)c2c(OC)cc(OC)c3c(-c4ccccc4)cc(=O)oc23)cc1 (stereo not drawn)	-3%	12%	-12%	1.9%	-3.1%	7%	x	7%	10%
COc1cc(C)nc(-c2csc(C)n2)n1	4%	8%	-2%	-0.2%	1.2%	4%	x	1%	0%
Cc1cccc(C(=O)N2CCCCCC2)c1[N+](=O)[O-]	-8%	3%	-10%	0.8%	2.6%	1%	-4.6%	1%	7%
CCC(=O)N1c2ccc(S(=O)(=O)CCC(=O)N3CCn4c3nc3ccccc34)cc2CC1C (stereo not drawn)	-3%	4%	-7%	-2.6%	13%	-4%	-5.2%	15%	4%
Cc1cc(NC(=O)COc2cccc(C)c2C)no1	-7%	0%	1%	1.7%	2.3%	-2%	-1.3%	4%	4%
COC(=O)[C@H](Cc1ccccc1)NC(=O)NCCc1ccc(S(N)(=O)=O)cc1	-10%	-5%	-7%	1.4%	-0.3%	7%	-13%	19%	18%
CCOc1ccc(NC(=O)CC)cc1	x	14%	-7%	-1.4%	-1.3%	x	-2.4%	5%	14%
CC1CCCC(C)N1C(=O)COC(=O)c1ccc2c(c1)OCO2 (stereo not drawn)	3%	6%	-1%	2.2%	0.8%	7%	-0.6%	-2%	0%
COc1ccccc1OCCOCCOc1ccc(C)cc1[N+](=O)[O-]	1%	2%	-5%	1.3%	0.7%	7%	-5.1%	7%	9%
C/C=C\C(=O)Nc1cccc(C2=NOC3(C2)C[C@@H](C(N)=O)N(C(=O)c2ccc(OC)cc2)C3)c1 (stereo partly drawn)	x	40%	-6%	-0.8%	3.2%	x	x	10%	11%
COc1ccccc1C(=O)OCC(=O)NC1CCCC1	-5%	17%	-4%	-0.4%	1.3%	5%	x	-3%	-1%
O=C(OCc1csc(-c2ccccc2)n1)c1ccccc1O	-11%	18%	-2%	-0.4%	1.1%	5%	2.5%	4%	-3%
CN(c1ccccc1)c1nc(N)c([N+](=O)[O-])c(N2CCOCC2)n1	-8%	u	1%	0.3%	-0.3%	5%	x	18%	-1%
COc1ccc(-c2ccc(NCCC3=CCCCC3)nn2)cc1OC	-2%	3%	8%	0.9%	-0.4%	3%	-2.3%	4%	0%
Nc1cc(C(F)(F)F)ccc1Nc1ccccc1	x	-19%	3%	-2.7%	3.1%	6%	-14%	18%	-1%
COC(=O)c1sc(NC(=O)COc2cccc3ccccc23)nc1C	-2%	11%	2%	2.7%	0.9%	8%	-4.0%	-3%	-1%
CC(=O)N(NC(=O)c1ccccc1Cl)C1CC(=O)N(c2ccc(C)cc2)C1=O (stereo not drawn)	-6%	3%	-11%	2.4%	0.4%	9%	-1.9%	5%	5%
CSc1ccccc1C(=O)NCCS(=O)(=O)N1CCN(c2ccc(F)cc2)CC1	4%	x	x	x	-0.9%	7%	x	2%	x
O=C(COc1ccc(Cl)cc1Br)Nc1ccccc1N1CCCC1	0%	x	x	x	u	-3%	x	3%	x
CCOC(=O)C(=O)Nc1ccc2c(c1)OCO2	-9%	-11%	-8%	-0.2%	0.2%	4%	-6.1%	-1%	-2%
COc1ccccc1N(CC(=O)N(c1ccccc1)C(C)C)S(=O)(=O)c1cccs1	4%	-1%	-2%	0.6%	1.3%	2%	-3.9%	2%	1%
CCOc1cc(C(c2c(C)[nH][nH]c2=O)c2c(C)[nH][nH]c2=O)ccc1OC(=O)c1cccc([N+](=O)[O-])c1	4%	24%	-1%	9.2%	0.9%	14%	-5.1%	>100µM*	-2%

A portion taken from the entries so far, for reference:
SMILES	Dengue-2 NS5 capping	AID2073	LYP phosphatase	HIV peptide binding	RSV antiviral HEp-2	Rac1 GTP hydrolysis	XIAP antagonists	SV40 large T antigen	SIAH1 antagonists	others
COc1cc(C)nc(-c2csc(C)n2)n1	4%	8%	-2%	-0.2%	1.2%	4%	x	1%	0%
Cc1cccc(C(=O)N2CCCCCC2)c1[N+](=O)[O-]	-8%	3%	-10%	0.8%	2.6%	1%	-4.6%	1%	7%
CCC(=O)N1c2ccc(S(=O)(=O)CCC(=O)N3CCn4c3nc3ccccc34)cc2CC1C (stereo not drawn)	-3%	4%	-7%	-2.6%	13%	-4%	-5.2%	15%	4%
Cc1cc(NC(=O)COc2cccc(C)c2C)no1	-7%	0%	1%	1.7%	2.3%	-2%	-1.3%	4%	4%

Next structures.
SMILES	Dengue-2 NS5 capping	AID2073	LYP phosphatase	HIV peptide binding	RSV antiviral HEp-2	Rac1 GTP hydrolysis	XIAP antagonists	SV40 large T antigen	SIAH1 antagonists	others
CCOc1ccccc1NC(=O)COc1ccc(S(=O)(=O)N2CCCC2)cc1	6%	9%	-2%	-0.6%	0.5%	2%	x	3%	-1%
CC1(c2ccccc2)NC(=O)N(CC(=O)Nc2cc(S(=O)(=O)N3CCOCC3)ccc2Cl)C1=O (stereo not drawn)	0%	18%	-7%	1.7%	-0.7%	7%	-4.5%	1%	3%
COc1cc2cc(C(=O)O)[nH]c2c(OC)c1OC	-5%	2%	-4%	2.7%	-0.1%	5%	-1.0%	6%	0%
COc1ccc(/C(O)=C(\C#N)c2nc3ccccc3n2C)cc1OC	-5%	-4%	0%	1.1%	0.8%	9%	-2.1%	x	3%
O=C1CSC(c2ccc([N+](=O)[O-])cc2)N1c1ccc(O)cc1 (stereo not drawn)	-4%	8%	-5%	-1.4%	0.8%	2%	x	-8%	-5%
O=C(O)CC(c1ccccc1)n1cccc1 (stereo not drawn)	-5%	10%	2%	1.0%	0.6%	-4%	-2.7%	2%	-4%
COc1cc(/C=C2\SC(=Nc3ccccc3)N(CCc3c[nH]c4ccccc34)C2=O)ccc1OC(C)C(=O)O (stereo not drawn)	21%	6%	10%	17µM*	u	14%	-19%	12%	2%
O=C1CN(C(=O)c2ccccc2Br)C(c2ccc(F)cc2)c2cc(F)ccc2N1 (stereo not drawn)	-1%	3%	-6%	-0.9%	0.5%	2%	x	8%	1%
